NSD2 HMT inh: NSD2 (human) methyltransferase inhibition; O96028; NSD2 peptide methylation, AlphaScreen, 120 min; inhibition, % at 12.5 µM; 310,000 compounds, 0.54% hits; AID 743445; in the data active = inhibition above about 50%
Keap1 Nrf2 FP: inhibitors of human Keap1-Nrf2 protein-protein interaction; Q14145; 340,000 compounds, 0.15% hits; inhibition, % at 9.4 µM; Keap1 Kelch-Nrf2 peptide fluorescence polarization, 1536-well; AID 504523; in the data active = inhibition above about 12%;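 note: human Keap1 Kelch domain with fluorescein labeled Nrf2 9mer peptide probe; 0% = neutral control wells and 100% = peptide positive control; higher means more block of Keap1 binding to Nrf2 peptide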
LANA DNA inh: inhibitors of KSHV LANA C-terminal domain DNA binding; AID 504423; inhibition, % at 9 µM; MBP-C-LANA/FAM-LBS DNA binding, fluorescence polarization; 340,000 compounds, 0.078% hits;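 active = highest replicate inhibition at or above 60% at 9 µM, even if other replicates fall short; inactive = all replicates below 60% inhibition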;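 note: 0% = neutral control wells and 100% = 4 µM acridine orange control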
Arr AP2 block: inhibitors of human beta-arrestin and AP2 interaction | FITC-arrestin peptide / GST-AP2 beads, flow cytometry; AP2 beta2 appendage carries R879A mutation | inhibition, % at 10 µM | 340,000 compounds, 0.31% hits | AID 504490;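 active = inhibition above a set limit, near 3 SD of compounds lacking own fluorescence, cut at about 54% in these data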;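 note: plate controls were DMSO wells for no effect and 5 µM unlabelled arrestin peptide for full effect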
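Test system: GST-tagged AP2 beta2-adaptin appendage (R879A) on 4 µm glutathione beads; also added: fluorescein-tagged arrestin peptide at 50 nM final; timing: 12 min plus 1 h, RT; signal: flow cytometry, FL1 (488/535 nm); read-out: percent drop in bead-associated FITC signal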
DSG3 Ab inh: blocks pemphigus antibody binding to human desmoglein-3; 310,000 compounds, 0.48% hits; P32926; binding (percent of control), % at 10 µM; DSG3-coupled beads, scFv-anti-DSG3-GFP binding, flow cytometry; hits give low values;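 active = binding more than 3 SD below its plate's average and above zero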;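 note: hits lower antibody fragment binding to DSG3; some compounds called inactive have numbers as strong as hits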
DAGLB inhibitor: blocks human DAGLB lipase activity | Q8NCG7 | HEK293T DAGLB membrane lysate, EnzChek fluorogenic substrate | inhibition, % at 5.17 µM | 340,000 compounds, 0.059% hits | AID 504411; in the data active = inhibition above about 34%;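 note: 0% = enzyme with vehicle and 100% = wells lacking enzyme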
CAL PDZ FP-1: blocks peptide binding to human CAL PDZ domain | 330,000 compounds, 0.02% hits | Q9HD26 | inhibition, % at 20 µM | AID 504414 | purified CAL PDZ, TMR-peptide fluorescence polarization, 1 h;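 active = highest replicate inhibition of at least 40%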;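 note: plate controls were DMSO neutral control wells for no effect and unlabeled competitor peptide control wells for full effect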
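material = purified tagged CAL PDZ domain construct (CerCALP) | compound dosing = 20 µM, one dose | times = 1 h at RT | measured by = fluorescence polarization from S- and P-plane intensities, G-factor corrected | read-out = inhibition from polarization loss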
RTF Ca sens inh: cardiac RTF calcium desensitization. inhibition, % at 7.15 µM. 340,000 compounds, 0.12% hits. IANBD-labeled cardiac RTF, Ca2+ fluorescence;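 active = inhibition above the mean inhibition of all tested compounds plus 3 SD, cut at about 17% in these data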;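 note: assay run at fixed EC70 calcium of 1.6 mM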
CAL PDZ FP-2: blocks peptide binding to the human CAL PDZ domain; purified CAL PDZ, TMR-peptide fluorescence polarization, 1 h; AID 602252; inhibition, % at 24.9 µM; 300,000 compounds, 0.92% hits; Q9HD26;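 active = mean inhibition of at least 30% with at least half of replicates also reaching 30%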;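 note: 0% = DMSO neutral control and 100% = excess unlabeled competitor peptide PRC23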
V-ATPase pH: regulators of yeast V-ATPase proton transport | response, % at 10 µM | 350,000 compounds, 0.37% hits | S. cerevisiae, pHLuorin cytosolic pH fluorescence; in the data active = response mostly above about 7.3%, no sharp cut-off; inactive = mostly below about 5.4%; note: actives read high; inactives centre near 0; some compounds called inactive have numbers as strong as hits; reference of the scale not given here
Starred values were filed as active, the others as inactive; nt = not tested or not shown.

smiles,NSD2 HMT inh,Keap1 Nrf2 FP,LANA DNA inh,Arr AP2 block,DSG3 Ab inh,DAGLB inhibitor,CAL PDZ FP-1,RTF Ca sens inh,CAL PDZ FP-2,V-ATPase pH
COc1ccc(CC(=O)NCc2cccs2)cc1OC,-2,-3,0.4,2,107,-2,-0.9,-1,-4,3
CC(C)CN(C(=O)COC(=O)c1cccnc1Cl)c1c(N)n(Cc2ccccc2)c(=O)[nH]c1=O,-3,2,0.3,7,114,-1,-0.9,5,-3,0
CC(C)NC(=O)c1cc2ccccc2o1,nt,0,-0.6,20,nt,-1,0.2,8,0,4
O=C1c2c(O)cccc2Cc2cccc(O)c21,nt,-5,0.1,8,64*,-2,-0.4,-2,-4,-1
Cc1nc2ccc(NS(=O)(=O)c3ccccc3Cl)cc2s1,0,-5,-0.8,0,102,1,0.5,-9,-4,3
O=C(OCCCc1ccncc1)c1ccc(S(=O)(=O)N2CCOCC2)cc1,2,3,-1.8,-1,98,1,-1.9,2,-5,-1
CCOC(=O)C1=C(C)N(CCCC(=O)O)C(=O)NC1C(CC)CC (stereo not given),nt,1,2.9,2,105,-1,-0.1,-22,-5,-1
O=C(CNC1CCN(Cc2ccccc2)CC1)Nc1ccc(S(=O)(=O)N2CCCCC2)cc1,0,-4,-0.3,5,106,-1,-0.6,6,-2,4
Cc1cc(O)ccc1NC(=O)CCN1C(=O)c2ccc([N+](=O)[O-])cc2C1=O,0,-1,-1.9,14,94,0,-0.8,2,-4,4
Cc1cc(/C=C2\SC(=Nc3ccc(N4CCOCC4)cc3)N(C)C2=O)c(C)n1-c1cccnc1,2,-1,2.0,-3,nt,3,-0.4,2,-2,-1
O=C(CSc1nc2nc(-c3cccs3)cc(C(F)(F)F)c2c(=O)[nH]1)Nc1ccc(F)c(F)c1,4,-6,4.2,-3,87,22,-3.8,-7,nt,0
O=C(CCNC(=O)c1ccc([N+](=O)[O-])cc1)NC1CCCc2ccccc21 (stereo not given),0,-2,-0.7,5,101,-3,-2.1,-2,0,2
CCOC(=O)N1CCN(Cc2cc(=O)oc3cc4c(cc23)CCC4)CC1,-2,2,-2.4,1,103,-3,nt,-6,-1,-3
CC(C)OCCCNC(=O)c1ccncc1,7,2,1.6,-8,99,-1,-1.9,-11,nt,-2
CO[C@@]1(NC(=O)Cc2cccs2)C(=O)N2C(C(=O)O)=C(COC(N)=O)CS[C@@H]21,nt,-1,0.5,16,nt,1,-0.1,7,4,3
O=C(C[n+]1ccc(-c2nnc3n2CCC3)cc1)c1ccc(Cl)c(Cl)c1,2,-1,-1.3,6,86,0,-0.3,2,0,13
Cc1cc(C(=O)N2CCN(c3ncccn3)CC2)nn1C,1,2,0.5,11,nt,-1,-0.5,-12,-4,-4
COc1cccc(NC(=O)CN(C)C(=O)c2cc(S(=O)(=O)N3CCCCC3)ccc2Cl)c1,0,-5,-0.2,-2,102,2,-0.7,8,nt,-8
CCn1cc(C(=O)N2CCN(c3ccc(OC)cc3)CC2)c(=O)c2cc(S(=O)(=O)N3CCOCC3)ccc21,-1,-4,1.3,-5,109,2,-1.5,-1,-2,-2
O=C(c1ccco1)N1CCN(C(=O)c2ccc(COc3ccc(Cl)cc3Cl)o2)CC1,3,-3,-0.5,7,nt,3,-4.0,-1,7,10
O=C(/C=C/c1ccc(Cl)cc1)OCC(=O)c1ccc[nH]1,-2,3,-0.4,6,97,-1,1.0,3,nt,-2
Cc1ccc2c(c1)sc(-c1ccc(N(C)C)cc1)[n+]2C,nt,-3,-3.4,19,99,4,1.7,-8,-3,0
CC1Cc2ccccc2N1Cc1cc(=O)n2ccsc2n1 (stereo not given),-3,0,1.6,16,101,3,0.3,-6,nt,2
CSc1ccccc1NC(=O)CN(C)C(=O)CCc1c[nH]c2ccccc12,4,-8,0.2,-7,113,0,0.7,-15,-3,2
O=C(/C=C/c1ccccc1)Nc1cccc(C(=O)NCCc2ccccc2)c1,nt,1,-1.0,-7,110,-2,-4.7,-3,6,0
COc1ccc(CNC(=O)CN2CCN(S(=O)(=O)c3ccccc3)CC2)cc1,0,-2,-0.8,9,101,-1,-0.1,-4,-5,1
Cc1ccc2[nH]c3c(c2c1)CCCC3NCCO (stereo not given),49,1,2.2,18,111,0,-0.5,-1,nt,0
CC(C)(C)Nc1nc(Cl)nc(NCc2ccccc2)n1,1,-1,16,24,107,-9,-0.6,-10,nt,1
O=C(CCNC(=O)C1CCN(S(=O)(=O)c2ccccc2)CC1)NCc1ccncc1,5,2,-2.1,44,103,0,-1.7,-8,-8,2
C#CCOC(=O)Nc1ccc(=O)n(Cc2c(Cl)cccc2Cl)c1,16,-10,-0.5,-2,99,4,-0.6,-4,-2,1
CN(c1ccccc1C(=O)Nc1cccc(C(F)(F)F)c1)S(C)(=O)=O,-1,-3,-0.6,1,nt,1,-2.0,2,nt,-2
CCNC(=O)Nc1ccc(S(=O)(=O)Nc2cnc(C)nc2C)cc1,3,0,0.1,20,90,-1,-2.4,6,-7,0
Cc1ccc(NC(=O)CSc2nnc(NC(=O)c3ccc(S(=O)(=O)N4CCOCC4)cc3)s2)cc1,-2,-3,-1.5,3,115,1,0.7,7,-6,-1
COc1cccc(-c2noc(CCCC(=O)N3CCOCC3)n2)c1,-2,-4,0.5,5,96,-1,-2.1,-6,4,1
CCN(CC)S(=O)(=O)c1ccc(N2CCOCC2)c(NC(=O)c2ccc3c(c2)OCCO3)c1,-2,-2,-0.8,2,92,-1,-2.7,-7,-2,-6
CC(=O)N1CCOc2ccc(S(=O)(=O)NCC3CCC(C(=O)Nc4ccc(C)cn4)CC3)cc21 (stereo not given),4,1,-1.3,16,98,2,-0.6,-4,-2,2
CSc1nc(-c2ccccc2)nn1C(=O)c1ccco1,-4,-1,-0.7,-2,nt,-6,0.7,1,-3,-1
CCOc1cc(/C=C2\C(=N)N3N=CSC3=NC2=O)ccc1OS(=O)(=O)c1ccccc1,16,-1,1.4,18,nt,2,-5.6,2,-18,-1
CCCN1CCC(=O)N(CCSc2ccc(NC(C)=O)cc2)CC1,nt,-7,-0.7,-4,99,0,-1.1,-7,2,-4
Cc1ccsc1C(=CCCN1CCC[C@@H](C(=O)O)C1)c1sccc1C,nt,-27,-0.1,18,90,1,0.1,9,-2,2
N#Cc1cccc2c1-c1ccccc1/C2=N/NC(N)=O,18,2,0.6,1,99,1,nt,-5,-1,-1
O=C(O)c1ccc(C(=O)Nc2cccc3ccccc23)c(C(=O)O)c1,2,-3,8.5,12,116,-1,-1.1,-3,-2,1
CCOC(=O)N1CCN(C(=O)CNC(=O)c2ccc(Cl)cc2Cl)CC1,0,-1,-0.1,-4,108,-1,0.7,-6,2,0
Cc1cccc(C(=O)OCc2cc3ccccc3[nH]c2=O)c1,-2,0,1.1,3,93,-13,-1.6,-5,2,1
C[C@H](NC(=O)OCc1ccccc1)C(=O)N[C@@H](Cc1c[nH]c2ccccc12)C(=O)O,nt,-1,0.3,-5,102,-2,-1.7,1,-4,3
C[C@H](NS(=O)(=O)c1ccc(Cl)cc1)C(=O)OCC(=O)c1ccc[nH]1,nt,-2,7.0,14,84,-3,0.3,-12,12,0
Cc1cn2c(-c3ccncc3)nnc2s1,nt,-7,0.1,5,102,1,0.3,-1,3,1
CCOc1ccc2nc(-c3ccccc3)[nH]c2c1,-1,-3,-1.1,-2,84,-3,-0.7,-11,-5,1
COc1ccc(NC(=O)C2CCCN(S(=O)(=O)c3ccc4c(c3)oc(=O)n4C)C2)cc1OC (stereo not given),nt,-6,0.7,23,98,0,0.4,1,nt,0
C/C(=N/NC(=O)c1ccc(Br)o1)c1ccc(C)o1,0,-5,-1.3,1,97,0,-1.0,1,-3,4
O=[N+]([O-])c1ccccc1CSc1nnc2ccccn12,-2,2,0.5,35,97,-3,-0.1,-2,-2,1
Cc1cc(N/N=C/c2ccccc2)nc(NCc2ccccc2)n1,-1,-3,0.8,-9,103,0,-1.8,0,5,2
O=[N+]([O-])c1cccnc1N1CCCCC1,0,1,0.1,12,99,-1,-0.5,1,5,-1
Cc1ccc(N2CCN(S(=O)(=O)c3ccc(Cl)s3)CC2C)cc1 (stereo not given),0,3,-0.9,-15,103,-11,0.0,-7,1,1
O=C(NCCCCCCNC(=O)C1CCCC1)C1CCCC1,-2,-4,0.0,5,101,0,-0.6,6,-2,9
CN(C)Cc1ccccc1Sc1ccc(Br)cc1,13,-2,-0.6,13,98,-2,-0.4,7,-2,6
CCOc1ccc(CN(CC)C(=O)c2ccc3c(c2)[nH]c(=O)c(=O)n3CC)cc1OC,11,-2,0.2,-7,112,2,-2.9,-15,-4,5
C/C(=N\NC(=O)c1ccc(NS(=O)(=O)c2cccs2)cc1)c1cccs1,1,-6,1.0,-11,103,1,0.0,1,11,4
Cc1cccc(N2C(=O)C3CCC(c4ccccc4)CC3C2=O)c1 (stereo not given),-3,0,-0.1,9,98,2,-0.5,-10,-3,-2
CN1C(=O)C2(C(C#N)=C(N)N(c3cc(Cl)cc(Cl)c3)C3=C2C(=O)CCC3)c2ccccc21 (stereo not given),-3,-4,-0.3,-2,99,0,-0.6,-6,-6,-4

Continued.
smiles,NSD2 HMT inh,Keap1 Nrf2 FP,LANA DNA inh,Arr AP2 block,DSG3 Ab inh,DAGLB inhibitor,CAL PDZ FP-1,RTF Ca sens inh,CAL PDZ FP-2,V-ATPase pH
O=C(OCCN1CCCCC1)c1cccc(Cl)c1,-1,2,0.3,24,110,-1,-0.4,-1,-2,-2
Cc1ccccc1-c1ccc(C(=O)Nc2cccc(F)c2)o1,nt,-5,-1.8,27,103,-8,-1.0,4,-7,4
O=C(Nc1ccc2c(c1)OCO2)c1c(F)cccc1F,-4,-3,-1.0,-4,101,0,0.2,2,-2,1
O=C(Nc1ccc(-c2nc3cc(Cl)ccc3o2)cc1)C1CCCO1 (stereo not given),-1,-2,2.8,24,nt,-3,-1.1,-7,-1,2
O=C(CSCc1ccc(Cl)cc1)Nc1ccc(Br)cc1C(=O)O,0,2,0.0,-6,92,14,-1.1,-11,-3,-2
Cc1ccc(S(C)(=O)=O)cc1C(=O)Nc1ccc(S(=O)(=O)Nc2nccs2)cc1,2,1,0.3,-2,98,-2,-0.6,-4,-3,2
CCc1nc(SCC(=O)Nc2cccc(C(F)(F)F)c2)c2c(=O)n(C)c(=O)n(C)c2n1,nt,4,2.4,-2,85,-1,-1.4,-5,nt,2

Assay outcomes deposited in PubChem by several laboratories.

A portion of the library, so the mix of outcomes need not match the whole.
